MgcRacGAP inhibition – MgcRacGAP GTPase-activating activity inhibitors, confirmation, biochemical, ADP Hunter fluorescence; MgcRacGAP-stimulated Rac1 GTP hydrolysis, ADP Hunter fluorescence; higher % means a stronger effect; GST-tagged Rac1 F28L mutant substrate; inhibition, % at 30 µM; hits with a dose series show IC50 in µM; actives 0.6% (n = 340,000);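 active = first-screen hits whose inhibition reached a set limit at any dose in the follow-up dose series; inconclusive = inhibition above the set first-screen limit but never retested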;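 also: fluorescence reports GDP produced by GAP-driven GTP hydrolysis; strong numbers were not always called active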
bCat nuc transl – modulators of beta-catenin nuclear translocation, primary screen, imaging, HeLa cells, immunofluorescence, high-content | actives 0.3% (n = 190,000) | AID 1665, 2009 | nuclear translocation activity, % at 5 µM;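 active = nuclear translocation activity above 50% at 5 µM, with a well cell count of 50 or more; inconclusive = wells under 50 cells across six images, flagged as toxic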;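 also: per-cell ratio of nuclear to cytoplasmic median beta-catenin stain intensity; plate controls were DMSO negative control for no effect and GSK-3 inhibitor IX positive control for full effect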
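assay system = human HeLa cells, endogenous beta-catenin | times = compound treatment 24 h, 37°C, 5% CO2 | detection = Anti-beta-catenin immunofluorescence on PFA-fixed, Triton-permeabilized cells, DAPI nuclei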
RSV antiviral HEp-2 – RSV antiviral activity via CPE protection, HEp-2 cells, primary 10 µM value included (AID 2391); HEp-2 cells, RSV-induced CPE inhibition; higher % means a stronger effect; CPE inhibition, % at 10 µM; hits with a dose series show IC50 in µM; actives 0.13% (n = 310,000); in the data active = a potency from the dose series; inconclusive = CPE inhibition mostly from about 23% at the one dose, without a potency; inactive = the rest, 99 in 100 with CPE inhibition below about 21%; also: strong numbers were not always called active
Myeloid diff MLP – induction of myeloid progenitor differentiation, primary screen, cell-based, flow cytometry, MLPCN library. ER-HoxA9 myeloid progenitors, lysozyme-GFP differentiation. calls only at 10 µM. actives 1% (n = 360,000). AID 624256, 2012;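 active = normalized GFP-positive differentiation at or above the plate's own cutoff, the solvent-only control mean plus 3 SD; inconclusive = no clear call, values can overlap the other calls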;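 also: cells exposed to compound for four days before flow analysis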
WT yeast gro inh – growth inhibition of WT strain, primary screen, mitochondrial fusion inhibitor project, WT and mutant strains, chemical genetic. mitochondrial fusion phenotypic screen. inhibition, % at 10 µM. actives 2.1% (n = 190,000). AID 1362, 2008; in the data active = inhibition above about 58%; tested in S. cerevisiae
PhoP inhibition – inhibitors of PhoP regulon expression, primary screen, Salmonella Typhimurium, GFP reporter (AID 1863); S. Typhimurium PhoP-regulated promoter GFP reporter, 4 h; higher % means a stronger effect; inhibition, % at 50 µM; hits with a dose series show IC50 in µM; actives 0.16% (n = 300,000);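 active = inhibition over 29.93%, a cutoff 3 SD above the screen mean, later confirmed by dose response; inconclusive = inhibition over 29.93% but no dose response follow-up; inactive = inhibition at most 29.93% or unconfirmed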;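 also: 0% = low Mg2+ inducing control and 100% = high Mg2+ repressing control; strong numbers were not always called active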
SV40 large T antigen – SV40 large T antigen inhibitors, biochemical (AID 1903); SV40 large T antigen ATPase/helicase inhibition assay; higher % means a stronger effect; inhibition, % at 20 µM; hits with a dose series show IC50 in µM; actives 0.39% (n = 310,000); in the data active = a potency from the dose series; inconclusive = inhibition mostly from about 32% at the one dose, without a potency; inactive = the rest, 99 in 100 with inhibition below about 32%; also: strong numbers were not always called active
T cell modulator – modulators of CD8 T cell-vesicle binding, primary screen, mouse 2C CD8+ T cells, flow cytometry | AID 2052, 2009 | calls only at 7 µM | 2C CD8+ T cell-vesicle binding; stronger effect = lower value | actives 0.068% (n = 330,000);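 active = response, share of CD8 T cells binding vesicles, and their 90th percentile fluorescence all below set limits, cut at about 80% in these data, passing the limit was not always enough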
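Incubation: binding step 1.5 h, 37 °C, antibody labelling 20 min, ice; system: murine 2C transgenic CD8+ T lymphocytes; technique: cytometric PE anti-B7-1 and Alexa647 anti-CD8 signals after 1% paraformaldehyde fixation; also added: QL9-charged Drosophila Ld/ICAM-1/B7-1 vesicles; control set: naked versus QL9-loaded vesicles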
West Nile virus CPE – West Nile virus antiviral activity, cell-based, CPE readout (AID 1621); actives 0.02% (n = 290,000); CPE inhibition, % at 10 µM, or IC50 in µM where a hit was titrated; West Nile virus-infected cells, CPE inhibition; higher % means a stronger effect; in the data active = a potency from the dose series; inconclusive = CPE inhibition mostly from about 3.7% at the one dose, without a potency; inactive = the rest, 99 in 100 with CPE inhibition below about 2.2%; also: strong numbers were not always called active
WT yeast gro inh mutant strain – second read-out of WT yeast gro inh, no call of its own (marks repeat the call); inhibition, %; mitochondrial fusion phenotypic screen, mutant strain inhibition
bCat nuc transl cell count 5 µM – also measured in bCat nuc transl; calls as there; cell count; measured here: cell count, cytotoxicity flag
T cell modulator vesicle-bound % – further read-out of T cell modulator, marked with its call; double positive events, %; measured here: CD8+ vesicle-bound cell fraction;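 binding gate set so that unloaded-vesicle control wells show 10% double positive cells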
Myeloid diff MLP GFP+ MAC1+ % – further read-out of Myeloid diff MLP, marked with its call; GFP+ MAC1+ double positive, %; measured here: differentiation confirmed by MAC1 staining
* = called active by the depositor; i = inactive; ? = inconclusive; · = no result given.

SMILES	MgcRacGAP inhibition	bCat nuc transl	bCat nuc transl cell count 5 µM	RSV antiviral HEp-2	Myeloid diff MLP	Myeloid diff MLP GFP+ MAC1+ %	WT yeast gro inh	WT yeast gro inh mutant strain	PhoP inhibition	SV40 large T antigen	T cell modulator	T cell modulator vesicle-bound %	West Nile virus CPE
COc1cc(C(CC(=O)Nc2ccccn2)N2Cc3ccccc3C2=O)cc(OC)c1OC (centres undefined)	8%	·	·	2.3%	i	0.8	·	·	1%	9%	i	47	0.0%
COc1ccc(NC(=O)CCNC(=O)Cn2cnc3ccccc3c2=O)c(OC)c1	8%	-1.8	1073	0.8%	i	1.9	2	-5	13%	21%	i	56	0.1%
Cc1onc(-c2c(F)cccc2Cl)c1C(=O)Nc1cccc(Cn2cccn2)c1	0%	2.1	924	2.0%	i	6.5	-3	-11	37%	-8%	i	21	-0.6%
Cc1csc(NC(=O)C2CCCN2C(=O)Oc2ccccc2)n1 (centres undefined)	7%	·	·	0.0%	i	0.7	8	14	4%	4%	i	54	-0.2%
O=C(CN1CCN(c2ccc(Cl)cc2)CC1)Nc1cccc(F)c1	4%	1.6	1381	11%	i	0.8	12	5	-1%	-3%	i	3	0.0%
Cc1ccc(NS(=O)(=O)c2cccc(C(=O)NCC(c3cccs3)N3CCOCC3)c2)cc1 (centres undefined)	3%	·	·	-0.4%	i	0.3	·	·	·	·	i	17	·
CCCC12CN(C(=O)c3ccc(OC)cc3)CC(C)(CN(C(=O)c3ccc(OC)cc3)C1)C2=O	-1%	·	·	1.6%	i	1.0	1	-7	-4%	15%	i	54	0.2%
CC(=O)Nc1cccc(C(=O)N(CCc2ccccc2)Cc2ccccc2)c1	7%	·	·	1.1%	i	1.0	·	·	0%	6%	i	10	-1.2%
O=C(N/N=C/c1cccnc1)c1cccc(F)c1	8%	·	·	-1.7%	i	0.4	·	·	4%	4%	i	35	-0.3%
CC(C)Cc1nnc(NC(=O)c2cc(-c3ccncc3)nc3ccccc23)s1	4%	2.0	1334	5.0%	i	0.8	·	·	-1%	12%	i	35	0.0%
CC1=C(C)C(=O)C(N2CCOCC2)=CC1=O	-18%	-0.8	1133	·	i	0.2	-4	3	-8%	9%	·	·	-0.1%
COc1ccc(NC(=O)C(=O)Nc2cccc3ccccc23)c(OC)c1	-1%	·	·	0.2%	i	0.4	·	·	4%	8%	i	70	-0.5%
O=C(N/N=C/c1cccnc1)c1ccccc1OCc1ccc(Cl)cc1	·	0.8	1075	-0.3%	·	·	7	-5	4%	11%	i	14	-0.1%
COc1ccc(NC(=O)c2sccc2SCc2cccc(C(F)(F)F)c2)cc1	3%	-0.2	1092	12%	i	12	7	8	-15%	10%	i	7	-0.7%
COc1cccc(C(=O)Nc2cccc(-c3nnc(-c4ccccc4)o3)c2)c1	-9%	·	·	1.3%	i	0.0	·	·	·	10%	i	18	·
COC(=O)C1CCN(C(=O)COC(=O)c2cc(-c3cccs3)nn2-c2ccccc2)CC1	10%	·	·	-0.5%	i	1.4	·	·	8%	7%	i	37	·
C=CCOc1ccc(/C=C/C(=O)OCC(=O)NCC(=O)Nc2c(C)cc(C)cc2C)cc1	6%	·	·	1.2%	i	0.4	·	·	-4%	6%	i	28	·
NC(=S)NC(=O)c1ccccc1	8%	-1.0	1102	1.2%	i	0.6	·	·	9%	-4%	i	61	-0.4%
C(=N/Nc1nc(-c2ccccc2)cc(-c2ccccc2)n1)/c1cccnc1	12%	1.0	1060	?	i	0.2	68*	21*	12%	9%	i	15	0.2%
O=C(Nc1ccc(O)cc1)/C(=C\c1cccs1)NC(=O)c1ccccc1	?	-0.1	1010	0.1%	i	0.6	6	15	1%	23µM*	i	6	-0.6%
CN(CC(=O)Nc1ccccc1Cl)CC(=O)N1CCc2ccccc21	2%	·	·	1.8%	i	1.7	·	·	·	·	i	26	·
CCOCCCNS(=O)(=O)c1ccccc1	3%	·	·	-0.9%	i	0.5	4	3	2%	14%	i	4	-0.2%
COc1ccc(CN(C)C(=O)Cc2c[nH]c3ccccc23)cc1	12%	·	·	4.4%	i	0.5	·	·	7%	4%	i	32	-1.2%
O=C(COC(=O)Cc1ccc(Br)cc1)NC1CCCCCC1	5%	-0.4	1113	-1.4%	i	0.1	-3	13	5%	11%	i	23	0.1%
CSc1nc2ncnc(N)c2[nH]1	·	0.8	1297	1.1%	i	0.7	·	·	-11%	3%	i	13	0.1%
CNC(=S)NNC(=O)Cn1ccc(C)n1	1%	-0.4	1248	0.8%	i	5.6	-6	26	-3%	1%	i	12	1.1%
CO/N=C/NC(=O)N1OC[C@@H]2COc3ccc4ccccc4c3[C@@H]21	12%	·	·	1.3%	i	1.7	22	21	0%	2%	i	48	0.0%
COc1cc(CN(C)Cc2cc(=O)oc3cc(C)c(Cl)cc23)ccc1OC(F)F	5%	·	·	14%	i	0.5	·	·	3%	6%	i	32	-0.8%
O=C(OCc1cn(Cc2ccccc2)nn1)c1ccccc1	2%	-1.5	1074	1.6%	i	1.2	·	·	1%	8%	i	37	-0.3%
O=C(NCc1ccco1)C1CCCN1C(=O)Nc1ccccc1 (centres undefined)	6%	-0.3	1074	2.8%	i	1.0	7	1	-6%	4%	i	3	0.2%
CC(CN1CCCC1)OC(=O)c1ccc(F)cc1 (centres undefined)	8%	·	·	1.4%	i	0.3	·	·	-4%	5%	i	30	-1.2%
O=C(Oc1cc2oc(=O)c3c(c2cc1Cl)CCCC3)c1ccco1	11%	-0.8	944	5.9%	i	0.4	10	-4	-4%	7%	i	21	-0.2%
O=C(N/N=C/c1c(F)cccc1Cl)C(=O)N1CCCCCC1	5%	·	·	1.3%	i	0.9	·	·	-3%	14%	i	27	-0.3%
CC1(C)CC(=O)C(N=Nc2ccc(C(F)(F)F)cc2[N+](=O)[O-])=C(O)C1	·	1.3	1157	·	i	0.3	·	·	-9%	10%	i	30	-0.3%
N#CC1(NC(=O)CN2C(=O)NC3(CCCCCC3)C2=O)CCCCC1	8%	·	·	0.2%	i	0.2	·	·	·	·	i	46	·
COc1cc(NC(=O)Cn2nc(-c3ccc(F)cc3)ccc2=O)ccc1-n1cnnn1	6%	2.6	887	-0.6%	i	0.3	4	-22	0%	0%	i	15	-0.2%
CSc1ncccc1C(=O)N1CCCC(N2CCN(c3ccccc3F)CC2)C1 (centres undefined)	13%	·	·	2.7%	i	1.1	·	·	-6%	19%	i	7	-0.5%
O=C(O)c1c(Cl)c(Cl)c(Cl)c(Cl)c1C(=O)N1CCOCC1	6%	·	·	1.3%	i	0.6	-3	-2	0%	8%	i	44	0.0%
CN(C)S(=O)(=O)c1cc(NC(=O)CN2CCN(c3ccccc3O)CC2)ccc1Cl	-1%	-1.6	1066	11%	i	0.7	8	-17	-6%	19%	i	16	-1.3%
CCNc1nc2nonc2nc1NCC	4%	-6.8	1006	0.6%	i	0.0	8	20	0%	-2%	i	52	0.2%

SV40 large T antigen, entries above that show a hit
compound	MgcRacGAP inhibition	RSV antiviral HEp-2	Myeloid diff MLP GFP+ MAC1+ %	WT yeast gro inh mutant strain	PhoP inhibition	SV40 large T antigen	T cell modulator	T cell modulator vesicle-bound %	West Nile virus CPE
O=C(Nc1ccc(O)cc1)/C(=C\c1cccs1)NC(=O)c1ccccc1	?	0.1%	0.6	15	1%	23µM*	i	6	-0.6%

(further entries)
SMILES	MgcRacGAP inhibition	bCat nuc transl	bCat nuc transl cell count 5 µM	RSV antiviral HEp-2	Myeloid diff MLP	Myeloid diff MLP GFP+ MAC1+ %	WT yeast gro inh	WT yeast gro inh mutant strain	PhoP inhibition	SV40 large T antigen	T cell modulator	T cell modulator vesicle-bound %	West Nile virus CPE
Cc1cc(C(=O)CCl)c(C)n1-c1cccc([N+](=O)[O-])c1	3%	-2.8	1157	-0.6%	i	0.6	30	-3	-6%	1%	i	35	-0.8%
CCc1ccc(-c2cc(C)no2)cc1S(=O)(=O)N1CCN(c2cc(C)ccc2C)CC1	10%	·	·	10%	i	0.9	·	·	-5%	8%	i	38	-0.2%
O=c1cc(O)c2c(=O)n(-c3ccccc3)c3c(c2o1)CCCCC3	2%	-1.2	922	2.4%	i	0.4	-12	-19	-5%	5%	i	52	0.4%
CC(=O)c1c(-c2ccccc2)c2cc(Cl)ccc2[nH]c1=O	-5%	2.6	875	17%	i	0.4	6	5	2%	8%	i	64	?
COc1cc(C(C(=O)NC2CCCCC2)N(C(=O)Cc2c[nH]c3ccccc23)c2ccccc2C)cc(OC)c1OC (centres undefined)	6%	-0.8	488	19%	i	0.9	-1	7	-3%	13%	i	53	-1.4%
O=C(Nc1ccccc1)c1ccccc1OS(=O)(=O)c1ccccc1	0%	·	·	3.8%	i	1.4	·	·	-2%	11%	i	46	-0.5%
Cc1c(NC(=O)/C(C#N)=C/c2c(N3CCCCC3)nc3ccccn3c2=O)c(=O)n(-c2ccccc2)n1C	1%	-3.2	1148	1.1%	i	0.1	·	·	-5%	5%	i	43	0.2%
Cc1cccc(-n2cnc3cc(C(=O)N4CCCCC4)ccc32)c1	5%	-0.9	708	2.2%	i	6.8	-9	0	-3%	1%	i	6	-0.4%
FC(F)(F)c1cc(-c2ccccc2)nc(-n2cncn2)n1	2%	-1.1	1054	2.0%	i	9.2	11	4	-7%	-1%	i	39	-0.4%
Cc1ccc(S(=O)(=O)N(NC2=NS(=O)(=O)c3ccccc32)C(=O)c2ccccc2)cc1	2%	·	·	0.3%	i	0.4	-9	-6	-7%	8%	i	41	-0.3%
c1coc(-c2nc3nc4ccccc4nc3n2CC2CCCO2)c1 (centres undefined)	7%	·	·	-0.6%	i	0.7	·	·	-7%	19%	i	15	·
CCOC(=O)c1cc(-c2ccccc2)sc1NC(=O)COC(=O)c1cccc(S(N)(=O)=O)c1	4%	-0.1	1504	0.8%	i	0.7	-1	6	-2%	25%	i	52	0.1%
